SMN2 splice up = SMN2 splice variant enhancement; HEK293 SMN2-luciferase splicing reporter, luminescence, 30-36 h; Potency, µM (titrated, usually from 46.1 µM), for the others: at the highest dose activity change, positive = activation, most hits filed as activators; actives 2.8% (n = 210,000); AID 1458; also: % of control where 0% means no effect; nearly all actives have a fitted effect of over 55% in size
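qHTS luciferase splicing reporter: luminescence rises when SMN2 exon 7 is included in transfected HEK293 cells. Compound exposure lasted 30-36 h at 37C, with 4.5 mM final sodium butyrate as control, followed by a ONE-Glo read.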
NPSR antagonist = antagonists of human neuropeptide S receptor cAMP signaling; Q6W5P4; CHO-NPSR cells, cAMP TR-FRET, antagonist mode; Potency, µM (doses to about 38.3 µM), inactives show top-dose activity change, negative = inhibition, hits mostly inhibitors; actives 1% (n = 220,000); AID 1461; also: % is scaled to controls: 0 for no effect and ±100 for the full control effect; nearly all actives have a fitted effect of over 50% in size; many of its hits are not listed in these tables
KinaseGlo FLuc = counter-screen: inhibitors of Kinase-Glo firefly luciferase; actives 0.28% (n = 200,000); Kinase-Glo luciferase, ATP luminescence, 8 min; AID 1379; Potency, µM (series often up to 38.3 µM), for the others: at the highest dose activity change, negative = inhibition, hits mostly inhibitors; Q27757; also: % is scaled to controls: 0 for no effect and ±100 for the full control effect; nearly all actives have a fitted effect of over 60% in size
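Recombinant Kinase-Glo luciferase, 10 uM ATP (linear range), luciferin; imidazole pH 7.2 / KCl / MgCl2 / Tween / BSA buffer; 8 min RT; luminescence.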
RECQ1 inh = inhibitors of human RECQ1 DNA helicase; RECQ1 DNA unwinding, red fluorescence kinetic read; Potency, µM (top dose mostly 57.3 µM), for inactives: top-dose activity, negative = inhibition, hits mostly inhibitors; actives 0.54% (n = 240,000); AID 2549;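 also: plate controls were vehicle for no effect and no enzyme for full effect; nearly all actives have a fitted effect of over 30% in size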
Target sequence (P46063 whole entry, looked up): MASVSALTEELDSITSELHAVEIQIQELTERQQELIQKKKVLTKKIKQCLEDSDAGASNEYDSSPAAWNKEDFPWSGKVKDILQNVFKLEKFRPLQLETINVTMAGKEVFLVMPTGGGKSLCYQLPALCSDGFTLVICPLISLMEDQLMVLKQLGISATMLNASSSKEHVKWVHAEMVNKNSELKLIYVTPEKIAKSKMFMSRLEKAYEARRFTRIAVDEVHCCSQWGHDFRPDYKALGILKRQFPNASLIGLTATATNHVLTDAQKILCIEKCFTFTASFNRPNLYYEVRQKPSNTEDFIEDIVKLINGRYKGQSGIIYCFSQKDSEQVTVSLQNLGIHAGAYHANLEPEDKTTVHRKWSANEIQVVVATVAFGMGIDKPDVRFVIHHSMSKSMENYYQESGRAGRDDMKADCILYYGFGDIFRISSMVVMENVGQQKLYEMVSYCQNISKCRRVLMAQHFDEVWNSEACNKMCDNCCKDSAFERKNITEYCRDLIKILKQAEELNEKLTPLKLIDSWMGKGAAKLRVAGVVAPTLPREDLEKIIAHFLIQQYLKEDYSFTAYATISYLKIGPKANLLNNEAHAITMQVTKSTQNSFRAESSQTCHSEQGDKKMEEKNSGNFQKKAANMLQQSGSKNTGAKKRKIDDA
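RECQ1T1 50 nM; forked duplex (20 bp + 30-nt ss tails) 200 nM, ATP 2 mM final; pH 8.0, 2 mM MgCl2, 2.5 ug/ml poly(dI-dC); 15 min compound preincubation; discontinuous kinetic read over 2 h at RT.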
IMPase Li inh = membrane-permeable IMPase blocker, potentiated with lithium; CHO-M1 cells, IP1 TR-FRET (IP-One), carbachol + lithium; Potency, µM (top dose mostly 59.4 µM), inactives show at the highest dose activity, negative = IMPase inhibition, actives largely listed as inhibitors; AID 1457; actives 0.35% (n = 210,000);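 also: IP1 builds up when IMPase is blocked and the TR-FRET signal falls; plate controls were basal vehicle for no effect and high inhibitor control for full effect; nearly all actives have a fitted effect of over 50% in size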
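IP1 accumulation measured by competitive TR-FRET in lysed CHO-M1 cells after 30 min compound exposure at 37C, with a small lithium addition to potentiate weak responses. Hill-equation AC50 from ratio and donor-channel data.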
GoLoco inh red = RGS12 GoLoco-Gai1 interaction inhibition. P63096. Gai1:RGS12 GoLoco peptide FP, rhodamine, 10 min. Potency, µM (series often up to 61.6 µM), without a hit: top-dose activity, negative = inhibition, actives largely listed as inhibitors. actives 0.44% (n = 230,000). AID 880; active = well fitted inhibition curve with a large enough effect, not every such curve was filed as active; inactive = no such curve, though single readings can be large or run the other way; also: % is scaled to controls: 0 for no effect and ±100 for the full control effect; nearly all actives have a fitted effect of over 30% in size; many of its hits are not listed in these tables
KDM4E inh = blocks human JMJD2E demethylase activity | JMJD2E catalytic domain, FDH-coupled NADH fluorescence (FDH is formaldehyde dehydrogenase) | Potency, µM (top dose mostly 57.1 µM), without a hit: top-dose activity change, negative = inhibition, hits mostly inhibitors | actives 1.6% (n = 230,000); active = well fitted inhibition curve with a large enough effect, not every such curve was filed as active; inconclusive = small, poorly fitted or top-dose-only effect, or another doubt; inactive = no such curve, though single readings can be large or run the other way;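 also: 0% = wells with enzyme and -100% = buffer wells without enzyme; nearly all actives have a fitted effect of over 50% in size; many of its hits are not listed in these tables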
Target sequence (B2RXH2 1-337 limits assumed): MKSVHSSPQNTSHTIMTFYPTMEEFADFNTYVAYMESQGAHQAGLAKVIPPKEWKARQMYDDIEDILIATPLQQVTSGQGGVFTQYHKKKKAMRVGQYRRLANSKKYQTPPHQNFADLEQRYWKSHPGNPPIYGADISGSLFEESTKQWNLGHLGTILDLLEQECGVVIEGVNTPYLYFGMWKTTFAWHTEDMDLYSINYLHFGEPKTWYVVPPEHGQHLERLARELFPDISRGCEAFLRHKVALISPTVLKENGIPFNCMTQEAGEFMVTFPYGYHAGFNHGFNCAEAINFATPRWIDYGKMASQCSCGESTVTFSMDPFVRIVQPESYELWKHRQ
Epigenetic reg = epigenetic control regulation, reporter derepression. actives 0.2% (n = 280,000). Potency, µM (doses to about 53.9 µM), inactives show at the highest dose GFP activation, actives largely listed as activators. murine LDR cells, GFP reporter derepression, 30 h; also: % of control where 0% means no effect; nearly all actives have a fitted effect of over 60% in size
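Murine LDR cells bearing a silenced CMV-driven GFP reporter were exposed to compound for 30 h at 37 C. After PBS washes, GFP-positive cells (20-120 um objects) counted by laser-scanning microplate cytometry.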
* = called active by the depositor; i = inactive; ? = inconclusive; / = no result given; & = joins results of further samples; [ ] = dose if it differs, or a comment. Unless noted, calls follow the shape of the dose curve; as a rule, active = well fitted curve in the direction sought with a large enough effect; inconclusive = small, poorly fitted or top-dose-only effect, or another doubt; inactive = no such curve, though single readings can be large; an effect the other way counts as inactive or inconclusive. Potency is read from the fitted curve at half-maximal effect. Not all compounds are listed; the hit share may differ from the screen's.

Below each compound – SMN2 splice up, NPSR antagonist, KinaseGlo FLuc, RECQ1 inh, IMPase Li inh, GoLoco inh red, KDM4E inh, Epigenetic reg
1) O=C(Nc1cccnc1)c1ccc(Cl)c(S(=O)(=O)N2CCCCCC2)c1
  -54%[inhibitor], -10%[46.1 µM], -4%, i, 21%[38.3 µM], 6%, 3%, -1.0%
2) Cc1cc(=O)[nH]c(N/N=C/c2ccco2)n1
  22%, -8%[46.1 µM], -7%, 11%, 32%[activator][38.3 µM], 2%, -20%, 1.0%
3) O=C(CCOc1ccccc1F)N1CCN(c2ccccc2O)CC1
  6%, -5%, -3%, i, 3%, 4%, -12%, 0.0%
4) C/C(=N\OC(=O)C1CC1)C1CC1c1ccc(F)cc1 (stereo unspecified)
  -10%, 15%, 6%, 0%, -7%, 6%, 6%, 0.0%
5) CC(C)(C)c1csc(NC(=O)c2ccncc2)n1
  -64%[inhibitor], -9%, -2%, -4%, 4%, 69%[activator], -19%, -4.2%
6) Brc1ccc(COn2ccnc2)cc1
  /, -14%, 7%, -5%, -4%, 6%, -1%, -5.9%
7) CC(CCc1ccccc1)NC(=O)c1ccccc1 (stereo unspecified)
  -13%, 6%[46.1 µM], 1%, -6%, 25%[38.3 µM], -4%, 8%, 0.8%
8) CC(=O)c1c(COC(=O)c2ccncc2)nc2ccccc2[n+]1[O-]
  13%, 11%[46.1 µM], -5%, 5%, -14%[38.3 µM], -23%, 2%, -1.0%
9) CCOc1cc(NC(=O)c2ccccc2[N+](=O)[O-])c(OCC)cc1NC(=O)CC(C)C
  -7%, 8%[46.1 µM], 3%, -5%, -2%[38.3 µM], 4%, 6%, 0.8%
10) Cn1nc(-c2ccc(C(=O)O)cc2)c2ccccc2c1=O
  17%, 1%[46.1 µM], 2%, -18%, 26%[38.3 µM], -6%, -11%, -4.5%
11) CC(C)OC(=O)CSc1nnc(CNc2ccc(Cl)cc2)n1C
  -14%, 6%, 0%, i, 14%, 8%, 2%, -0.7%
12) CN(CC(=O)Nc1ccc(F)cc1)C(=O)COc1ccc(C(=O)c2ccccc2)cc1
  -28%, 0%, -2%, -1%, 8%, -10%, 4%, -1.1%
13) COc1ccc(-n2c(SC)nc(O)c(Cc3ccccc3)c2=O)cc1
  -6%, -14%[46.1 µM], 0%, -12%, 0%[38.3 µM], 3%, 1%, -1.2%
14) COc1ccc2cnn(-c3ccc(C)cc3)c(=O)c2c1OC
  27%, -5%[46.1 µM], -3%, i, -29%[38.3 µM], -10%, 4%, -1.4%
15) CCC(=O)/C=C1/Sc2ccccc2N1CC
  -5%, -6%[46.1 µM], -4%, i, -4%, 22%, -5%, 1.0%
16) CS(=O)(=O)N1CCN(C(=O)COc2ccccc2)CC1
  /, -9%, -2%, -2%, 10%, 14%, 5%, -1.0%
17) O=C(CCCC(=O)OCC(Cl)=C(Cl)Cl)Nc1cccc(F)c1
  -13%, 2%[46.1 µM], 2%, i, 1%[38.3 µM], -1%, -4%, -0.4%
18) O=[N+]([O-])c1c(Nc2ccccn2)cc(Cl)c2nonc12
  /, 10µM*, /, 90%[activator], /, -38%, 1µM*, 1.7%
19) Cc1c(NC(=O)c2ccc(S(=O)(=O)N3CCOCC3)cc2)c(=O)n(-c2ccccc2)n1C
  /, 41%, /, -13%, /, 7%, 8%, 1.3%
20) CC1CCCN(C/C=C/c2ccccc2[N+](=O)[O-])C1 (stereo unspecified)
  2%, -8%[46.1 µM], -2%, -12%, 12%[38.3 µM], 8%, -10%, -0.3%
21) COC(=O)C(C)(C)ONC(=O)Nc1ccc(Br)cc1
  -39%[inhibitor], 11%, -1%, 1%, -8%, -3%, 2%, -1.5%
22) Cc1ccc(NC(=O)c2ccccc2F)cc1S(=O)(=O)N1CCCCCC1
  -15%, -52%, 2%, -1%, 8%, -1%, -7%, -1.8%
23) CCCC1=NCCn2cccc21
  6%, 2%[46.1 µM], 2%, i, 8%[38.3 µM], 3%, -13%, 0.7%
24) Cc1ccc(C(=O)NCC(=O)OCC(=O)/C=C2\N(C)c3ccccc3C2(C)C)cc1C
  1%, 6%, 0%, -5%, 7%, 54%[activator], ?, 3.5%
25) CCOC(=O)c1ccccc1N=N/C(C(C)=O)=C(/C)O
  -11%, 17%, 1%, -9%, 10%, 7%, -2%, -1.0%
26) Cc1cccc(NC(=O)c2sc(Cl)nc2C)c1C
  15%, 10%, -2%, i, 4%, -12%, 0%, -0.9%
27) CCc1ccc2[nH]c(=O)c(C(c3nnnn3CC3CCCO3)N3CCCc4ccccc43)cc2c1 (stereo unspecified)
  11%, -10%[46.1 µM], -3%, i, 21%[38.3 µM], 15%, ?, -1.0%
28) NC(=S)NNC(=O)c1cccc(Cl)c1
  /, 10%, /, -3%, /, 4%, 1%, 0.0%
29) O=[N+]([O-])c1ccccc1/C=N/N1CCN(c2ccc(Cl)cc2)CC1
  -33%[inhibitor], -13%[46.1 µM], 4%, -3%, 38%[activator][38.3 µM], -7%, -1%, 0.0%
30) CCCCn1nc(C(=O)Nc2nc3c(s2)CCCC3)c2ccccc2c1=O
  -27%, ?, -4%, -13%, 6%, 1%, 2%, -3.0%
31) Cc1[nH]c(=O)c(C#N)cc1-c1ccc2nccn2c1
  -16%, -8%[46.1 µM], -3%, 0%&2%, 7%, 9%, -17%, -1.1%
32) Cc1[nH]c2ccccc2c1/C=N/Nc1nc(Nc2ccccc2)nc(N2CCOCC2)n1
  -8%, ?, -2%, -2%, 12%[38.3 µM], -2%, -2%, 0.0%
33) Cc1ccc(NC(=O)CN2CCC(NC(=O)Cc3ccccc3)CC2)cc1C
  -43%[inhibitor], -3%[46.1 µM], -3%, -6%, -7%[38.3 µM], -6%, -3%, -1.1%
34) O=C(Cc1ccc(F)cc1)N/N=C/c1ccncc1
  6%, 9%, -2%, -5%, 2%, -1%, 0%, 2.1%
35) O=C(c1ccc(-c2nnc(Nc3cccc(Cl)c3)c3ccccc23)cc1)N1C[C@H]2C[C@H](C1)c1cccc(=O)n1C2
  -5%, -29%[46.1 µM], -3%, -6%, 15%[38.3 µM], 5%, 1%, -1.2%
36) c1ccc(-n2nnnc2Sc2n[nH]c(-c3ccncc3)n2)cc1
  -24%, 1%[46.1 µM], -1%, i, 1%[38.3 µM], -3%, -1%, 0.0%
37) CCCCC(CC(O)COCC(C)C)C(=O)NNC(=S)Nc1ccccc1 (stereo unspecified)
  21%, -10%[46.1 µM], -2%, -16%, 17%, 7%, -1%, 1.4%
38) CC(C)[C@H](NC(=O)c1ccc(F)cc1)C(=O)NC1=NCCS1
  8%, 9%, -2%, -12%, 5%, -9%, 13%, -8.0%
39) OC[C@@H]1[C@@H](c2ccc(Cl)cc2)C(c2cccc(Cl)c2)=NN1c1ccccc1
  /, /, 0%[39.9 µM], -20%[81.1 µM], -9%, 1%, /, 11%
40) COc1ccccc1NC(=O)NCCN1CCN(C(=O)Nc2ccccc2OC)CC1
  -7%, 7%, 2%, i, -2%, 6%, -4%, 1.5%
41) CC1(C)CC(=O)C(C=NCCN2CCN(C(=O)c3ccc(Br)cc3)CC2)=C(O)C1
  9%, -3%[46.1 µM], 1%, -3%, 4%, 2%, -3%, -1.0%
42) CCn1ncc(Br)c1C(=O)Nc1ccc(F)cc1F
  7%, -2%[46.1 µM], 1%, 2%, ?, -8%, 0%, -2.9%
43) O=c1oc2ccccc2cc1-c1nc(-c2ccccc2)no1
  11µM*, -19%[46.1 µM], -21%, -2%, 12%[38.3 µM], 7%, ?, 3.4%
44) COCCNC(=S)NC1CC2CCCC(C1)N2Cc1cccs1 (stereo unspecified)
  -1%, 2%[46.1 µM], 0%, -7%, 13%[38.3 µM], 2%, 5%, -1.1%
45) COc1ccccc1CN1C(=O)CCC1(C)C(=O)NC1CCCCCC1 (stereo unspecified)
  ?, ?, -1%, -1%, 19%[38.3 µM], 1%, 7%, -1.0%
46) O=C(NCC1CCCO1)c1ccc(CNS(=O)(=O)c2ccc(F)c(Cl)c2)cc1 (stereo unspecified)
  7%, 7%, 9%, -6%, -2%, -1%, 2%, 1.9%
47) O=C(O)CCn1c2c(c3ccccc31)CCCC2
  17%, -2%[46.1 µM], -6%, -9%, 30%[38.3 µM], -6%, ?, -1.3%
48) C/C(=C\C(=O)C(F)(F)F)Nc1cc(C)cc(C)c1
  -9%, 21%[46.1 µM], 2%, -3%, -4%, -6%, -5%, -1.8%
49) COc1ccc(NC(=O)CSc2ccccn2)cc1OC
  -4%, -7%[46.1 µM], 2%, 9%, 0%[38.3 µM], 6%, 0%, 0.8%
50) CC1CN(CC(O)COC2CCC(C(C)(C)C)CC2)CC(C)O1 (stereo unspecified)
  -12%, 11%, 0%, -5%, -6%, -1%, 4%, 1.1%
51) CCCN(Cc1nnc(-c2ccccc2Cl)o1)C(=O)c1cc([N+](=O)[O-])cc([N+](=O)[O-])c1
  -19%, -18%, 0%, -4%, 3%, 18%, -2%, -1.3%
52) Cc1ccsc1/C=N/Nc1nc2ccccc2s1
  1µM*, -22%, ?, 5%, -8%, -5%, -4%, 7.0%
53) Cc1ccc(CNC(=O)CS(=O)Cc2nc(-c3ccccc3C)oc2C)cc1 (stereo unspecified)
  3%, -10%[46.1 µM], -3%, -8%, 3%[38.3 µM], 2%, -6%, 0.7%
54) C=CCN=C1SCC(=O)N1S(=O)(=O)c1ccccc1
  -10%, 8%[46.1 µM], 0%, -4%, ?, 29%, -6%, -0.8%
55) CC(C)(C)Nc1nc(Cl)nc(NCCN2CCOCC2)n1
  /, 11%, /, -6%, /, 1%, -4%, 0.0%
56) COc1ccc(-c2nc(CN3CCN(c4ncnc5ccccc45)CC3)c(C)o2)c(OC)c1
  /, 22%, -3%, i, 24%, 1%, -1%, 5.9%
57) C=CCNC(=S)N1CCOCC1
  -5%, 12%, 1%, i, 1%, 15%, -6%, -1.5%

Limited to KDM4E inh (2 entries from above):
cpd | SMILES | KDM4E inh
44 | COCCNC(=S)NC1CC2CCCC(C1)N2Cc1cccs1 (stereo unspecified) | 5%
28 | NC(=S)NNC(=O)c1cccc(Cl)c1 | 1%

High-throughput results deposited in PubChem by National Center for Advancing Translational Sciences (NCATS).
